# miR-122 sensor – blocks miR-122 activity in Huh7 sensor cells; Huh7 miR-122 Renilla luciferase sensor, 48 h; neutral wells = 0, positive control = 100; activation (reporter increase), % at 12.5 µM; hit rate 0.3% among 340,000;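 active = mean replicate activation score at least 90 and every replicate individually at or above 90; inconclusive = only one of the two criteria met; inactive = neither criterion met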;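 also: higher luciferase means less miR-122 activity so hits act as miR-122 inhibitors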
# FN deposit inh – fibronectin deposition inhibition | AH1F fibroblasts, Alexa488-fibronectin deposition fluorescence, overnight | inhibition, % at 12.6 µM | hit rate 0.086% among 350,000;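 active = mean inhibition across replicates of 30% or more, regardless of how many single replicates reach that level; inconclusive = mean under 30% yet at least half of replicates reach 30%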;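 also: positive control wells lacked labelled fibronectin entirely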
#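 Material – AH1F fibroblast monolayer, labelled fibronectin deposition · Reagent – labelled fibronectin 24 nM · Timing – 1 h adhesion, overnight exposure · Measured by – fluorescence at 485 nm excitation, 525 nm emission · Read-out – inhibition of fibronectin deposition signal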
# CFTR F508del cor – CFTR F508del correction in bronchial cells; CFBE cells, YFP halide quenching; stimulated with forskolin plus potentiator P3; % fluorescence drop versus neutral controls; activity (quench increase), % at 7.58 µM; hit rate 0.36% among 350,000;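 active = mean added fluorescence quench of at least 8% versus neutral control, with both replicates also reaching 8%; inconclusive = only one of the mean or replicate conditions met; inactive = mean below 8% and not both replicates reaching 8%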;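 also: cells transiently co-express mutant CFTR-F508del with the halide-sensitive YFP; corrector assay measuring rescue of mutant channel to the surface after 24 h compound exposure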
# INS-1E GSIS act – primary screen for activators of insulin secretion dependent on glucose, INS-1E cells, GLuc reporter luminescence. INS-1E GLuc reporter insulin secretion, 2-3 h. activation, % at 16.6 µM. hit rate 0.61% among 370,000;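 active = lowest replicate activation of at least 40%, so every replicate reaches that level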;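 also: 0% = median of neutral control wells and 100% = median of IBMX positive control wells; some compounds called inactive have numbers as strong as hits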
# PAX8 reporter – PAX8 transcriptional activity inhibition | RMG-I TPO-luciferase reporter, SteadyGlo, 24 h | inhibition, % at 12.6 µM | hit rate 1.2% among 360,000 | AID 652154;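 active = mean replicate inhibition at least 60% with every replicate also reaching 60%; inconclusive = only one of the two criteria is met; inactive = mean below 60% and not all replicates reaching 60%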;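 also: luciferase light reporting Pax8 driven TPO promoter activity; plate controls were median of neutral control wells for no effect and mitoxantrone controls for full effect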
# DENV2 CPE – inhibitors of DENV2 cytopathic effect | hit rate 1.7% among 350,000 | AID 651640 | DENV2-infected cells, cytopathic effect rescue, plate reader | CPE inhibition, % at 9.99 µM; in the data active = CPE inhibition above about 20%, passing the limit was not always enough; inconclusive = no clear call, values can overlap the other calls; tested in BHK-21 cells;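 also: 0% = median of neutral control wells and 100% = median of positive control wells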
# EWS-Fli inh – inhibitors of EWS/Fli oncoprotein transcriptional activity; A673 NR0B1-luciferase reporter, viability-normalised; inhibition, % at 12.6 µM; hit rate 0.67% among 350,000;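 active = mean inhibition of at least 50% after viability correction, with every replicate also passing that limit; inconclusive = mean reaches 50% but only one of two replicates passes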;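 also: firefly luciferase signal divided by Alamar Blue viability fluorescence both relative to DMSO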
# An asterisk follows results filed as active; ? = inconclusive; nt = no result given; [ ] = remark or other dose. Compounds as they come (roughly 3.9% active in at least one column).
SMILES,miR-122 sensor,FN deposit inh,CFTR F508del cor,INS-1E GSIS act,PAX8 reporter,DENV2 CPE,EWS-Fli inh
CCc1cc(C=C(Cl)Cl)oc(=O)c1C,-3,nt,1.3,-2,nt,-9,19
COc1ccccc1-c1nc(C#N)c(N2CCc3ccccc3C2)o1,3,nt,-3.7,-3,nt,-4,-20
O=Cc1cn(CCC(=O)O)nc1-c1cc2ccccc2o1,2,-1,1.5,1,-9,-4,-2
Cc1ccccc1NC(=O)COC(=O)COc1ccc2c(c1)CCC2,-7,0,-1.1,13,3,-12,-3
CC(=O)C1=C(O)C(=O)N(c2ccc(O)cc2)C1c1ccc(C)cc1 (centres undefined),11,0,2.0,-41,-9,1,0
Cc1ccc(NC(=O)C2CCCN(S(=O)(=O)c3c(C)noc3C)C2)c(Br)c1 (centres undefined),-6,0,0.8,40,3,5,4
COc1ccc(NC(=O)N(C)C[C@@H]2OCCCC[C@@H](C)Oc3ccc(NC(=O)Nc4ccccc4)cc3C(=O)N([C@H](C)CO)C[C@H]2C)cc1,-3[16.7 µM],1,-0.3,-25,11,-7,-135
COC(=O)c1c(NC(=O)Cc2cccs2)sc(C)c1C,5,nt,-0.6,2,nt,?,-4
COC(=O)c1cnc(NNS(=O)(=O)c2ccc(C(F)(F)F)cc2)nc1C(F)(F)F,nt,4,1.3,6,-4,7,-2
Cc1ccc(OC2CCN(C(=O)[C@H]3O[C@@H](n4cnc5c(N)ncnc54)[C@H](O)[C@@H]3O)CC2)cc1,-6,2,0.0,-1,9,-8,1
Cc1ccc(NC(=O)n2ccc(-c3ccc(-n4ccnc4)cc3)n2)cc1,-1,0,-3.6,5,-129,-5,-107
CCCC(=O)Nc1ccc2c(c1)C(=O)N(C)[C@H]1CC[C@H](CC(=O)NCc3ccccc3)O[C@@H]1CO2,0[16.7 µM],-3,1.7,5,-4,?,4
CCN(CC)S(=O)(=O)c1ccc(OC)c(NC(=O)c2cc(C)on2)c1,-2,-2,-0.3,13,16,5,7
CC(C(=O)Nc1nncs1)N1C(=O)C2C3C=CC(C3)C2C1=O (centres undefined),nt,nt,-1.2,-7,-8,-6,0
CO[C@H]1CN(C)C(=O)c2ccc(NC(=O)Nc3cccc(Cl)c3)cc2OC[C@H](C)N(C(=O)Nc2c(C)noc2C)C[C@H]1C,8[16.7 µM],-2,1.9,8,15,6,-3
O=C(Oc1ccc2c(=O)c(Oc3ccc4ccccc4c3)coc2c1)c1cccnc1,3,-1,-2.1,20,-17,nt,-10
Cc1ccc(S(=O)(=O)N(C)C[C@H]2Oc3c(NC(=O)Nc4ccccc4)cccc3C(=O)N([C@@H](C)CO)C[C@H]2C)cc1,-1[16.7 µM],nt,-1.6,-7,35,4,18
CCOC(=O)C(=O)Nc1ccccc1C(=O)NCc1ccccc1,nt,1,2.0,4,-37,nt,2
O=C(c1ccccc1F)N1CCN(S(=O)(=O)c2ccc3c(c2)OCCO3)CC1,-3,10,1.8,0,-13,-2,8
CN(Cc1ccccc1)C(=O)c1ccc(NC(=O)Cc2ccc(NC(=O)C3CCN(C(=O)C4CCC4)CC3)cc2)cc1,-6,4,1.4,1,0,53*,-6
COc1cc(NC(=S)NCc2cccnc2)cc(OC)c1OC,nt,2,nt,20,13,4,2
CCC(C)N(C(=O)CCC(=O)Nc1cc(C)on1)C(C(=O)NC(C)(C)C)c1ccccc1Cl (centres undefined),-7,-2,-1.0,-14,1,6,17
CCOC(=O)C(Cc1ccccc1)C(=O)c1ccco1 (centres undefined),nt,-4,2.4,13,9,1,-43
COCC(=O)N(C)C[C@@H]1Oc2cc(C#C[C@@H](C)O)ccc2S(=O)(=O)N([C@@H](C)CO)C[C@@H]1C,0[16.7 µM],-1,1.7,16,nt,?,-10
Cc1cccc(NC(=O)CN2C(=O)N/C(=C/c3cc(C)n(C(C)C)c3C)C2=O)c1,3,nt,nt,-7,nt,-10,nt
O=C(C[C@H]1CC[C@@H](NC(=O)Nc2cc(F)ccc2F)[C@H](CO)O1)NCCCN1CCOCC1,nt,-5,-1.7,3,-23,-4,-1
CCc1ccc(NC(=O)C2CCCN(S(=O)(=O)c3cccnc3)C2)cc1 (centres undefined),nt,8,-2.6,3,-4,3,nt
COc1ccc(CN2C[C@H](C)[C@@H](OC)CN(C)C(=O)c3cc(NC(=O)c4nc5ccccc5s4)ccc3OC[C@H]2C)cc1,nt,1,4.9,-15,25,8,-1
Cc1ccc(C(=O)Nc2ccc(F)cc2F)o1,0,-5,nt,nt,-37,nt,nt
COC(=O)c1cc2c(c3c4ccccc4n(S(=O)(=O)c4ccc(C)cc4)c13)C(=O)N(C)C2,nt,9,0.4,nt,-7,-4,-13
COCCNC(=O)C[C@@H]1C[C@H]2c3cc(NC(=O)COC)ccc3O[C@H]2[C@H](CO)O1,7[16.7 µM],-4,-2.1,13,7,-5,-4
O=C(N/N=C/c1ccc2cccc(OCc3ccccc3)c2n1)c1ccc(Br)cc1,9,-2,nt,nt,17,nt,nt
O=C(NCCCN1CCOCC1)c1cccc(NS(=O)(=O)c2ccc(Br)cc2)c1,4,5,0.4,17,1,-6,8
CC(=O)Nc1ccc(/C(C)=N/Nc2nc(N3CCOCC3)nc(N3CCOCC3)n2)cc1,nt,-1,0.0,16,-15,8,9
COc1ccc(OC)c(NC(=O)CSc2nc3nc(C)cc(C)n3n2)c1,4,6,-0.9,28,9,4,9
O=C(N[C@@H]1CC[C@@H](CCn2cc(C3(O)CCCC3)nn2)O[C@H]1CO)C1CCCC1,2[16.7 µM],-4,-1.5,10,3,21*,2
C[C@@H]1CN([C@@H](C)CO)C(=O)c2cc(-c3ccccc3)cnc2O[C@@H]1CN(C)Cc1ccccn1,27[16.7 µM],-5,-1.4,11,-2,-8,-10
CC(C)C(=O)Nc1ccc2c(c1)C(=O)N(C)[C@H]1CC[C@@H](CC(=O)N[C@H](C)c3ccccc3)O[C@H]1CO2,63[16.7 µM],nt,3.4,0,-2,-3,4
O=C(O)c1ccc2c(c1)CCCN2,3,-3,-0.8,nt,-9,10,-4
CC(=O)N(C)C[C@@H]1[C@H](c2ccc(-c3cccc(C#N)c3)cc2)[C@H](CO)N1C(C)=O,nt,6,-0.5,0,nt,2,nt

# Of the compounds above, two have a cyano group.
SMILES,miR-122 sensor,FN deposit inh,CFTR F508del cor,INS-1E GSIS act,PAX8 reporter,DENV2 CPE,EWS-Fli inh
COc1ccccc1-c1nc(C#N)c(N2CCc3ccccc3C2)o1,3,nt,-3.7,-3,nt,-4,-20
CC(=O)N(C)C[C@@H]1[C@H](c2ccc(-c3cccc(C#N)c3)cc2)[C@H](CO)N1C(C)=O,nt,6,-0.5,0,nt,2,nt

# The results go on.
SMILES,miR-122 sensor,FN deposit inh,CFTR F508del cor,INS-1E GSIS act,PAX8 reporter,DENV2 CPE,EWS-Fli inh
CC1=NN(C2=NS(=O)(=O)c3ccccc32)C(C)(O)C1 (centres undefined),1,2,-0.9,40,-10,3,5
Cc1cccc(OCC(=O)Nc2ccccc2N2CCCC2)c1C,7,-4,-2.7,24,32,16,-5
COc1ccc(NC(=O)/C(N=Nc2ccc(Cl)c(S(=O)(=O)Nc3ccc(Cl)cc3)c2)=C(\C)O)cc1,nt,-2,-0.5,2,nt,-5,-8
O=c1cc(-c2ccc([N+](=O)[O-])cc2)c2ccc(O)cc2o1,1,2,-0.5,11,0,-6,4
O=C1CCc2cc(S(=O)(=O)NCc3ccc(Cl)cc3)cc3c2N1CC3,nt,-9,3.6,34,-2,2,-6
CCCCCCC(=O)N=Nc1c(O)[nH]c2ccc([N+](=O)[O-])cc12,nt,-1,-1.9,-1,30,-6,-3
Cc1cc(C)nc(SCC(=O)NN=Cc2ccc(C)o2)n1,nt,0,-1.5,5,nt,-5,5
O=C(CNC(=O)c1ccccc1F)Nc1ccncc1,-7,0,-0.5,-9,-13,2,-7
CCn1c(=S)sc2c(=O)n(CC(=O)Nc3ccccc3C(F)(F)F)c(C)nc21,-4,-10,2.0,-3,12,?,2
C[C@@H]1CN([C@H](C)CO)C(=O)c2cc(-c3cccnc3)cnc2O[C@@H]1CN(C)Cc1ccc(Oc2ccccc2)cc1,1[16.7 µM],11,1.3,-25,13,2,17
O=C(Nc1ccc2c(c1)CCC2)c1c(F)cccc1Cl,nt,2,0.4,9,-217,1,-122
O=C(NCc1ccco1)/C(=C\c1cccs1)NC(=O)c1cccs1,nt,-1,0.5,-4,-6,nt,-49
C[C@@H]1CN([C@H](C)CO)S(=O)(=O)c2ccc(C#CCN(C)C)cc2O[C@H]1CN(C)C(=O)C1CCCCC1,23[16.7 µM],-26,-0.9,-16,-1,2,8
C[C@H]1CN([C@@H](C)CO)C(=O)c2cc(NC(=O)Nc3ccccc3)ccc2O[C@H]1CN(C)Cc1ccc(C(F)(F)F)cc1,3[16.7 µM],nt,1.9,-8,nt,-12,2
Cc1ccc(CNC(=O)c2oc3ccc(S(=O)(=O)N4CCC5(CC4)OCCO5)cc3c2C)cc1,3,4,nt,nt,26,nt,nt
O=C(CC1CC1)Nc1ccc2c(c1)[C@H]1C[C@@H](CC(=O)NC3CCCCC3)O[C@@H](CO)[C@H]1O2,1[16.7 µM],13,-2.8,1,2,-1,-6
C[C@H]1CN([C@@H](C)CO)C(=O)CCCn2nncc2CO[C@H]1CN(C)C(=O)Nc1ccc(C(C)(C)C)cc1,-3[16.7 µM],-5,2.2,-3,0,-3,-8
O=S1(=O)CCOC[C@H](Cc2ccccc2)N1Cc1ccccc1Br,-4,5,0.7,-22,9,18,-4
COCCN=c1scc(-c2ccc3c(c2)NC(=O)CO3)n1/N=C(\C)c1ccc(O)cc1,-12,-11,-2.3,5,32,-4,11
COc1ccc(NC(=O)c2ccc(-c3ccc([N+](=O)[O-])cc3)o2)cc1,2,6,-1.7,2,-10,1,-4
CCCNC(=O)C[C@H]1CC[C@@H]2[C@H](COC[C@H](O)CN2C(=O)CC)O1,1[16.7 µM],6,-2.0,0,nt,83*,nt
O=C(O)CCC(=O)Nc1ccc2c(c1)Cc1cc(NC(=O)CCC(=O)O)ccc1-2,-1,-6,-0.4,0,7,1,-11
CC(=O)N(C)C[C@@H]1Oc2cc(C#Cc3ccncc3)ccc2S(=O)(=O)N([C@H](C)CO)C[C@H]1C,-5[16.7 µM],-4,-0.4,8,nt,3,-24
O=C(Cc1cccc2ccccc12)Nc1c(F)cccc1F,nt,nt,-2.1,14,-7,-5,-18

# Of the compounds above, these contain an aryl methoxy group.
SMILES,miR-122 sensor,FN deposit inh,CFTR F508del cor,INS-1E GSIS act,PAX8 reporter,DENV2 CPE,EWS-Fli inh
COc1ccccc1-c1nc(C#N)c(N2CCc3ccccc3C2)o1,3,nt,-3.7,-3,nt,-4,-20
COc1ccc(NC(=O)N(C)C[C@@H]2OCCCC[C@@H](C)Oc3ccc(NC(=O)Nc4ccccc4)cc3C(=O)N([C@H](C)CO)C[C@H]2C)cc1,-3[16.7 µM],1,-0.3,-25,11,-7,-135
CCN(CC)S(=O)(=O)c1ccc(OC)c(NC(=O)c2cc(C)on2)c1,-2,-2,-0.3,13,16,5,7
COc1cc(NC(=S)NCc2cccnc2)cc(OC)c1OC,nt,2,nt,20,13,4,2
COc1ccc(CN2C[C@H](C)[C@@H](OC)CN(C)C(=O)c3cc(NC(=O)c4nc5ccccc5s4)ccc3OC[C@H]2C)cc1,nt,1,4.9,-15,25,8,-1
COc1ccc(OC)c(NC(=O)CSc2nc3nc(C)cc(C)n3n2)c1,4,6,-0.9,28,9,4,9
COc1ccc(NC(=O)/C(N=Nc2ccc(Cl)c(S(=O)(=O)Nc3ccc(Cl)cc3)c2)=C(\C)O)cc1,nt,-2,-0.5,2,nt,-5,-8
COc1ccc(NC(=O)c2ccc(-c3ccc([N+](=O)[O-])cc3)o2)cc1,2,6,-1.7,2,-10,1,-4
